# NALP3 yeast inh: NALP3 inflammasome inhibitors in reconstituted yeast, primary screen, luminescence, uHTS | Yeast reconstituted NLRP3/ASC/caspase-1, beta-gal luminescence, 24 h | inhibition, % at 10 µM | 0.39% of 330,000 active;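 active means inhibition of 50% or more; inactive means inhibition below 50%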;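 further: plate controls were induced DMSO wells for no effect and uninduced yeast grown without galactose for full effect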
# A3A deaminase: APOBEC3A ssDNA deaminase inhibitors, primary screen, selectivity assay for APOBEC3G inhibitor project, biochemical, FAM/TAMRA oligo cleavage fluorescence | DNA dC->dU-editing enzyme APOBEC-3A (Homo sapiens), P31941 | recombinant A3A, FAM/TAMRA ssDNA deamination fluorescence | inhibition, % at 20 µM | 0.41% of 330,000 active;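 active means at least 40% inhibition at 20 µM here, with at most 30% in a related deaminase screen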;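 further: plate controls were A3A with DMSO for no effect and wells lacking A3A enzyme for full effect; some results filed as inactive read as strong as hits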
# mIAP block: inhibitors of mouse IAP, primary screen, biochemical, luminescence, uHTS; inhibition, % at 10 µM; purified mouse IAP, CDP-Star luminescence, 30 min; AID 2806, 2010; intestinal alkaline phosphatase [Mus musculus]; 0.2% of 330,000 active;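 active means inhibition of at least 40% at 10 µM in the primary screen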;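 further: plate controls were DMSO with enzyme for no effect and no enzyme wells for full effect; values of inactives mirror those of a sister screen read the other way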
# TIM10 inh: growth inhibitors of isogenic TIM10 control yeast, primary screen, counter-screen for tim10-1 yeast inhibitor project, luminescence, uHTS; S. cerevisiae TIM10 strain growth, BacTiter-Glo luminescence, 24 h; inhibition, % at 10 µM; 1.4% of 330,000 active;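 active means inhibition of 40% or more at the single tested concentration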;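 further: wild-type TIM10 isogenic control strain grown at permissive 25 °C; 0% = DMSO yeast wells and 100% = minimal medium wells without yeast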
# mIAP act: activators of mouse IAP, primary screen, biochemical, luminescence, uHTS; intestinal alkaline phosphatase [Mus musculus]; AID 2805, 2010; activation factor at 10 µM; 0.24% of 330,000 active; muIAP, CDP-Star luminescence, 30 min; stronger effect = higher value; 1 = vehicle-only enzyme signal, 0 = enzyme-free wells;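 active means activation factor of at least 2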; further: the source names both 10 and 20 µM as test concentration; values of inactives mirror those of a sister screen read the other way
#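 Assay system: mouse IAP enzyme; reagent: chemiluminescent substrate CDP-Star; dosing: test compounds delivered from DMSO solution; schedule: 30 min at room temperature; measured by: luminescence from enzymatic CDP-Star hydrolysis; controls: DMSO-only wells and no-enzyme negative control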
# tim10-1 inh: growth inhibitors of tim10-1 mutant yeast, primary screen, luminescence, uHTS. inhibition, % at 20 µM. AID 463190, 2010. S. cerevisiae tim10-1 ts strain growth, BacTiter-Glo, 24 h. 2.2% of 330,000 active;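 active means inhibition of at least 40%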;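 further: mutant grown at 25 °C; 0% = DMSO wells with yeast and 100% = wells holding no yeast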
# hIAP block: human IAP inhibitors, primary screen, biochemical, luminescence, uHTS. purified IAP, CDP-Star luminescence, 30 min. inhibition, % at 10 µM. 0.12% of 330,000 active;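 active means inhibition reaching a set limit with compound at 10 µM in the primary screen, cut at about 35% in these data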;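 further: plate controls were DMSO wells with enzyme for no effect and no-enzyme buffer wells for full effect; values of inactives mirror those of a sister screen read the other way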
# Target sequence (P09923 whole entry, looked up): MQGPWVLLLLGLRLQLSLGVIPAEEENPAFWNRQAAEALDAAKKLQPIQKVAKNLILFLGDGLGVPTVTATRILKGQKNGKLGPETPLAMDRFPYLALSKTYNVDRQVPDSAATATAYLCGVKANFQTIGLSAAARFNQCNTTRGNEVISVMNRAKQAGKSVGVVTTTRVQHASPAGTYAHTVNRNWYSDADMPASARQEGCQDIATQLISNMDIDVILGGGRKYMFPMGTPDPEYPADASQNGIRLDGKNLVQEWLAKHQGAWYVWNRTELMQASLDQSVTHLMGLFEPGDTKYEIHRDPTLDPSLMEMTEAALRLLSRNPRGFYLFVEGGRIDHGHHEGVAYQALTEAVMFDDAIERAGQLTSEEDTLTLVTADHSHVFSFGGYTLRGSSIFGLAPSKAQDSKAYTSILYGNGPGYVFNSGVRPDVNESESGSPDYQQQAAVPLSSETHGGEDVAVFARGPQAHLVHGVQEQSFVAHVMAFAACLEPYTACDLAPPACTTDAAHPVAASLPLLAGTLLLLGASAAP
# A3G deaminase: APOBEC3G DNA deaminase inhibitors, primary screen, biochemical, fluorescence, single-stranded DNA substrate, uHTS; recombinant A3G, ssDNA deamination FAM/TAMRA fluorescence; inhibition, % at 20 µM; 0.28% of 330,000 active; AID 493012, 2011;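 active means inhibition of at least 40% at 20 µM, with no more than 30% in the related APOBEC3A deaminase screen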;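 further: plate controls were DMSO wells with A3G for no effect and wells lacking A3G enzyme for full effect; some compounds called inactive have numbers as strong as hits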
# Target sequence (Q9HC16 whole entry, looked up): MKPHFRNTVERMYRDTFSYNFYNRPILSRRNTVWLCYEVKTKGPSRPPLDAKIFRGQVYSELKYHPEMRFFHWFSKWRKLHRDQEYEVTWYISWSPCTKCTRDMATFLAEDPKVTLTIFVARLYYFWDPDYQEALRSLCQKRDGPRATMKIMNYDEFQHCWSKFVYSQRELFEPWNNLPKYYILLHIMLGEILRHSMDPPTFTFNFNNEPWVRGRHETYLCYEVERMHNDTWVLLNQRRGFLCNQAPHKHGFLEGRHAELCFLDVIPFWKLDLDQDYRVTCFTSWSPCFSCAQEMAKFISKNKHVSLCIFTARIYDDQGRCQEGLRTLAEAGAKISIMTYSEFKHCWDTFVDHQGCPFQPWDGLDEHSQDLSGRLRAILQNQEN
# beta cell repl: inducers of MIN6 beta-cell proliferation, primary screen, ATP luminescence, uHTS. proliferation, % at 10 µM. MIN6 cells proliferation, ATPlite luminescence, 48 h; cells starved in 0.2% serum; 100% = growth in 10% serum. 0.29% of 330,000 active;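 active means compounds whose signal lies at least 3.5 SD above the mean of all wells on their plate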;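 further: 0% = DMSO-treated cells in low-serum medium and 100% = 10% serum control; some compounds called inactive have numbers as strong as hits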
# Starred values were filed as active, the others as inactive.
# Start of the data: the first 5 records, ahead of the listing:
SMILES,NALP3 yeast inh,A3A deaminase,mIAP block,TIM10 inh,mIAP act,tim10-1 inh,hIAP block,A3G deaminase,beta cell repl
CC(=O)NC(=S)Nc1ccc2oc(-c3cc(F)c(F)cc3Cl)nc2c1,26,4,3,-13,0.97,-25,-9,1,-4
O=S(=O)(c1cccc(-c2n[nH]c(=S)n2C2CCCC2)c1)N1CCOCC1,23,-5,6,7,0.94,8,5,36,0
Cc1cc(C)n(-c2ccc(C(F)(F)F)cc2[N+](=O)[O-])n1,-38,0,6,15,0.94,-3,3,-1,-3
COc1ccc(S(=O)(=O)N2CCOCC2)cc1NC(=O)COc1ncnc2ccccc12,20,2,-2,4,1,7,-1,-3,0
COc1cc(C(=O)NN(CCC#N)C2=NS(=O)(=O)c3ccccc32)cc(OC)c1OC,22,0,-7,9,1.1,-1,-6,12,-2

# All compounds of this part (from the top)
SMILES,NALP3 yeast inh,A3A deaminase,mIAP block,TIM10 inh,mIAP act,tim10-1 inh,hIAP block,A3G deaminase,beta cell repl
CC(=O)NC(=S)Nc1ccc2oc(-c3cc(F)c(F)cc3Cl)nc2c1,26,4,3,-13,0.97,-25,-9,1,-4
O=S(=O)(c1cccc(-c2n[nH]c(=S)n2C2CCCC2)c1)N1CCOCC1,23,-5,6,7,0.94,8,5,36,0
Cc1cc(C)n(-c2ccc(C(F)(F)F)cc2[N+](=O)[O-])n1,-38,0,6,15,0.94,-3,3,-1,-3
COc1ccc(S(=O)(=O)N2CCOCC2)cc1NC(=O)COc1ncnc2ccccc12,20,2,-2,4,1,7,-1,-3,0
COc1cc(C(=O)NN(CCC#N)C2=NS(=O)(=O)c3ccccc32)cc(OC)c1OC,22,0,-7,9,1.1,-1,-6,12,-2
Cc1ccc(NC(=O)c2nc[nH]c2C(=O)N[C@@H](CCCCNC(=O)OC(C)(C)C)C(=O)OC(C)(C)C)cc1,11,1,-1,-7,1,4,-30,-7,-8
CCCn1c(N)c(N(CCOC)C(=O)c2ccc(Cl)c([N+](=O)[O-])c2)c(=O)[nH]c1=O,17,-1,3,-3,0.97,15,22,-9,0
COc1ccc(N(CC(=O)NC2CCCC2)C(=O)c2ccc(C)s2)c(OC)c1,11,-3,0,22,1,10,9,-8,3
COCCNC(=S)c1ccc(OC)cc1,12,-3,6,5,0.94,1,-2,12,0
CCC(C)NC(=O)[C@H](CSCc1ccccc1)N1Cc2ccccc2C1=O (stereo not given in full),0,1,10,6,0.9,36,9,-1,1
COc1cc(/C=C(\C#N)C(=O)Nc2ccc(SC(F)F)cc2)cc(OC)c1OC,22,0,17,28,0.83,32,-4,-3,-2
COC(=O)c1ccc(NC(=O)COc2ccc(N(C)S(=O)(=O)c3ccc(C)cc3)cc2)cc1,8,-3,-31,4,1.3,-8,-8,-7,-3
O=C(NNC(=O)c1ccccc1[N+](=O)[O-])c1cccs1,13,-5,9,-1,0.91,-5,14,-17,-2
Cc1[nH]c2ccccc2c1N=Nc1cc(C(=O)O)cc(C(=O)O)c1,23,7,-1,-8,1,-3,-11,-12,-5
COc1ccccc1CN1CCNC(=O)C1CC(=O)NCc1cn(C)nc1C (stereo not given),-10,-2,12,6,0.88,15,4,-6,0
CCCSc1nnc(NC(=O)Nc2ccccc2OC)s1,5,-5,-4,31,1,22,-23,-10,-2
O=C(c1csc2c1CCCC2)N1CCN(c2ccc(F)cc2)CC1,-15,-5,-10,9,1.1,43*,-3,-5,-3
COCCNC(=O)c1cc(C)ccc1C,-3,-3,4,11,0.96,-2,-6,-9,1
COC(=O)c1cccc(OCC(O)Cn2ccnc2)c1 (stereo not given),8,2,6,-5,0.94,-13,-60,-3,0
O=C(NCCNc1ccccc1[N+](=O)[O-])c1ccccc1F,35,3,0,-6,1,33,12,3,-1
Cc1cccc2sc(NC(=O)CSc3nc4ccccc4o3)nc12,12,-4,-7,-31,1.1,8,8,-4,-6
COc1cc(NC(=O)c2cc3ccccc3o2)ccc1NC(=O)c1ccco1,1,0,7,-24,0.93,-18,7,-9,-1
Cc1ccc(CSc2nnc(-c3cnccn3)n2C)cc1,11,2,-4,0,1,9,-14,-1,-1
Cc1nnc(N(Cc2ccco2)C(=O)c2ccc(C#N)cc2)s1,13,-5,3,2,0.97,9,21,-4,-2
COc1ccc(C2=NN(C(=O)CSc3nc(=O)n4cccc(C)c4n3)C(c3ccc(C)cc3)C2)cc1 (stereo not given),11,0,7,16,0.93,16,-14,-4,-4

# Overlap with the part before: 2 entries, followed by the next part.
SMILES,NALP3 yeast inh,A3A deaminase,mIAP block,TIM10 inh,mIAP act,tim10-1 inh,hIAP block,A3G deaminase,beta cell repl
Cc1nnc(N(Cc2ccco2)C(=O)c2ccc(C#N)cc2)s1,13,-5,3,2,0.97,9,21,-4,-2
COc1ccc(C2=NN(C(=O)CSc3nc(=O)n4cccc(C)c4n3)C(c3ccc(C)cc3)C2)cc1 (stereo not given),11,0,7,16,0.93,16,-14,-4,-4
COc1ccc(C(=O)N/N=C(/C)c2cccc(NC(=O)c3ccccc3F)c2)cc1,-12,-2,8,6,0.92,4,-3,-7,-5
Cc1ccc(C(=O)Nc2nc(COc3ccccc3)cs2)s1,44,-1,-8,-2,1.1,-65,7,-7,-4
Cc1ccc(N=c2c([N+](=O)[O-])nn(-c3ccc(Cl)cc3)n2O)cc1C,8,1,19,29,0.81,12,5,-6,-5
O=C(Cn1cc([N+](=O)[O-])cn1)NCc1ccco1,6,5,1,3,0.99,4,-7,-3,-2
Cc1cc(C(=O)COc2ccccc2Cl)c(C)n1-c1ccc2c(c1)OCO2,21,-1,6,-12,0.94,23,-20,2,-3
N#Cc1ccc(-c2csc(NNC(=O)c3ccc(Br)cc3)n2)cc1,51*,-1,10,2,0.9,-6,-19,0,-5
O=C(COC(=O)/C=C/c1ccc(C(F)(F)F)cc1)NC(=O)NCc1ccco1,13,-2,1,-1,0.99,-1,6,-10,-2
CCN1C(=NCCCCO)N[C@@H](c2cccc(F)c2)C(C(=O)OC)=C1C,2,51*,-10,-14,1.1,-3,-11,6,-2
c1c2c(cc3sc(N4CCCCC4)nc13)OCCO2,26,0,20,18,0.8,43*,-10,-6,0
O=C(O)/C=C/C(=O)Nc1ccc(Oc2ccccc2)cc1,7,-1,-6,-5,1.1,-2,1,-7,-3
COC(=O)c1ccc(-n2c(CCC(=O)O)ccc2-c2ccccc2)cc1,11,-2,2,8,0.98,37,-3,0,2
COC(=O)CSc1nc2cc(OC)ccc2cc1C#N,15,-2,4,15,0.96,27,7,-3,-4
CCN(CC)c1ccc(C(=O)NNC(=O)CCl)cc1,15,-2,5,3,0.95,-3,-3,-14,-3
CC(C)(C)NC(=O)c1c(F)c(F)c(F)c(F)c1F,7,2,-3,5,1,3,12,-1,-1
Cc1ccc(S(=O)(=O)NN2C(=O)c3ccccc3NC2c2ccccc2F)cc1 (stereo not given),9,-2,-4,-2,1,11,-5,-2,-2
COc1ccc(N(C(=O)c2snc(C(N)=O)c2N)C(C(=O)NC2CCCC2)c2cc(OC)ccc2OC)cc1 (stereo not given),7,-2,7,1,0.93,23,23,-8,-1
CN1CCC(N(C)C(=O)COc2ccccc2Cl)CC1,22,-2,-5,0,1.1,-24,5,-5,-3
CCCSc1nnc(NC(=O)Cc2ccc(OC)c(OC)c2)s1,21,1,2,-8,0.98,-2,6,-1,0
CCc1ccc(O)c(-c2cc(C(=O)Nc3cccnc3)[nH]n2)c1,-6,4,3,6,0.97,12,-70,-6,-3
CC1CN(c2ccccc2)NC1=O (stereo not given),25,2,7,1,0.93,-10,16,-3,-5
CCOC(=O)N1CCN(C(=O)c2ccc(N3C(=O)CCC3=O)cc2)CC1,2,-2,0,1,1,9,-2,-10,-4
COc1cccc(N2CCN(C(=O)Nc3ccccc3Cl)CC2)c1,2,-3,6,6,0.94,21,20,-4,-1
O=C(c1ccco1)N1CCCC(N2CCN(c3ccccc3F)CC2)C1 (stereo not given),21,2,8,-1,0.92,8,-7,-2,3
COC(=O)C1=C(C(=O)OC)[C@@H]2N(C)c3ccccc3[C@@]23C[C@@H](C(=O)OC)N(C(=O)c2cc(C)oc2C)C3=N1,12,-6,2,8,0.98,-1,13,-6,-1
CCN(Cc1ccccc1)C(c1cccc(C#N)c1)c1nnnn1C(C)(C)C (stereo not given),10,0,-3,11,1,-3,12,-4,-4
SMILES,NALP3 yeast inh,A3A deaminase,mIAP block,TIM10 inh,mIAP act,tim10-1 inh,hIAP block,A3G deaminase,beta cell repl
O=C(NNC(=O)C12CC3CC(CC(O)(C3)C1)C2)c1ccccc1O,19,-5,11,3,0.89,7,-45,-9,-3
COc1ccc2c(CC(=O)O)cc(=O)oc2c1,-6,-1,-6,0,1.1,2,9,-5,3
Cc1ccc(NC2(C#N)C(=O)Nc3ccccc32)cc1C (stereo not given),-10,0,23,7,0.77,14,9,-8,-1
CC1CC(C)CN(S(=O)(=O)N2CCCC(C(=O)NC(C)c3ccccc3)C2)C1 (stereo not given),3,1,1,7,0.99,-2,-12,-3,-4
O=[N+]([O-])c1ccccc1-c1ccc(C(=S)N2CCN(c3ccccc3)CC2)o1,25,-1,20,25,0.8,21,10,0,-4
CC(=O)NC(Nc1nc2c(s1)CCCC2)(C(F)(F)F)C(F)(F)F,6,-5,4,2,0.96,11,-1,-9,0
CN1CCN(Cc2coc3c(Cl)cc(Cl)cc3c2=O)CC1,9,-2,0,8,1,21,-18,0,-2
Cc1ccc(NC(=O)c2cccc(NC3=NC4CS(=O)(=O)CC4S3)c2)cc1 (stereo not given),-1,-6,6,5,0.94,8,22,-5,-2
COc1ccc(C(=O)C2CCCN(Cc3sc(N4CCCC4)nc3Cl)C2)c(OC)c1 (stereo not given),24,1,6,0,0.94,-24,2,-3,2

# High-throughput results: PubChem BioAssay, Sanford-Burnham Center for Chemical Genomics
